POLI inh: qHTS for Inhibitors of Polymerase Iota | Pol iota fluorescent replication assay, 10 min | Potency, µM (titrated, usually from 115 µM), without a hit: at the highest dose activity, negative = inhibition, usual class: inhibitors | DNA polymerase iota (Homo sapiens), Q9UNA4 | 390,000 compounds, 1% hits; also: potency is read from the fitted curve at half-maximal effect
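Pol iota at 10 nM preincubated 15 min with compounds at room temperature; reaction started with fluorescent substrate, 50 nM final. Fluorescence read kinetically at 0 and 10 min; buffer-only wells as negative control.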
TRHR agonist: qHTS for Small Molecule Agonists and Allosteric Enhancers of Human TRH Receptor: Primary Screen for Agonists | Thyrotropin-releasing hormone receptor (Homo sapiens), P34981 | TRHR cells, calcium flux fluo-8, FDSS agonist mode | activation, % at 2 µM | 360,000 compounds, 0.18% hits; in the data active = activation above about 30%; also: 0% is about no effect
Target sequence (P34981 whole entry, looked up): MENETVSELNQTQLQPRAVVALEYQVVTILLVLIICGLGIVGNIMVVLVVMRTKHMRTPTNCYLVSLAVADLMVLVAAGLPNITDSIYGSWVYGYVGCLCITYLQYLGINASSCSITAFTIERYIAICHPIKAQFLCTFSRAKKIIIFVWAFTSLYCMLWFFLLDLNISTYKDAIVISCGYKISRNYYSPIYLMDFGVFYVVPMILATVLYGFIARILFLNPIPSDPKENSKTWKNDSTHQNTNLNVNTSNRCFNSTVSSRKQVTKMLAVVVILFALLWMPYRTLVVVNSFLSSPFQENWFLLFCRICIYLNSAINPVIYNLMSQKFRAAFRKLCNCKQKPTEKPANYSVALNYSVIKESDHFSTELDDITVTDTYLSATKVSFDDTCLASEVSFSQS
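Read-out: compound-evoked intracellular calcium rise in TRHR cells, fluo-8 dye, kinetic FDSS fluorescence at 1 s/cycle following a 10-cycle baseline. Cells cultured overnight before dye loading (30 min–1.5 h, RT).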
BLM inh: qHTS Assay for Inhibitors of Bloom's syndrome helicase (BLM) | recombinant BLM DNA unwinding, fluorescence dequenching | 350,000 compounds, 0.2% hits | Potency, µM (doses to about 56.1 µM), for inactives: top-dose activity change, negative = inhibition, usual class: inhibitors | RecQ-like DNA helicase BLM (Homo sapiens), P54132;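 also: potency is read from the fitted curve at half-maximal effect; plate controls were vehicle for no effect and no enzyme for full effect; nearly all actives have a fitted effect of over 35% in size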
POLK inh: qHTS for Inhibitors of Polymerase Kappa | Potency, µM (top dose mostly 107 µM), without a hit: at the top dose activity, negative = inhibition, hits mostly inhibitors | DNA polymerase kappa (Homo sapiens), Q9UBT6 | AID 588579, 2011 | purified Pol kappa, fluorescent DNA synthesis assay, 10 min | 400,000 compounds, 0.53% hits; also: potency is read from the fitted curve at half-maximal effect; % is scaled to controls: 0 for no effect and ±100 for the full control effect
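Kinetic fluorescence readout at 0 and 10 min followed reaction start with substrate at 50 nM final. Beforehand, enzyme (10 nM Pol kappa) stood 15 min with compound at room temperature; buffer-only wells were negative controls.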
ERG Ets-DNA blk: qHTS for Small Molecule Inhibitors of the ERG Ets/DNA interaction. AID 624246, 2012. 370,000 compounds, 0.028% hits. Transcriptional regulator ERG (Homo sapiens), P11308. fluorescence polarization, His-ERG Ets domain / labelled DNA. Potency, µM (series often up to 76.9 µM), without a hit: top-dose FP activity, negative = inhibition, hits mostly inhibitors; active = well fitted inhibition curve with a large enough effect in the polarisation, with a control signal flat; inconclusive = small, poorly fitted or top-dose-only effect, or effect the other way, or a change in a side signal; inactive = no such curve, though single readings can be large or run the other way; the % refers to the polarisation;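 also: polarization taken with two DNA probes labelled with fluorescein and Texas red; potency is read from the fitted curve at half-maximal effect; % of control where 0% means no effect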
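His-tagged ERG Ets domain (1 uM in the protein solution; 300mM KCl, 50mM Tris-HCl, 1mM EDTA, 1mM DTT, pH 7.5) received compound, then a probe mix of 5 nM fluorescein-DNA and 100nM Texas-615-DNA. Fluorescence polarization was read for both dyes.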
Anesthetic bind: qHTS Assay for Identification of Novel General Anesthetics; apoferritin/1-aminoanthracene competitive binding, fluorescence; Potency, µM (titrated, usually from 77.5 µM), for the others: at the top dose activity change, negative = displacement, actives largely listed as inhibitors; 350,000 compounds, 0.074% hits; AID 485281, 2010; also: potency is read from the fitted curve at half-maximal effect; % is scaled to controls: 0 for no effect and ±100 for the full control effect; nearly all actives have a fitted effect of over 20% in size
Target sequence (P02791 2-175 limits assumed): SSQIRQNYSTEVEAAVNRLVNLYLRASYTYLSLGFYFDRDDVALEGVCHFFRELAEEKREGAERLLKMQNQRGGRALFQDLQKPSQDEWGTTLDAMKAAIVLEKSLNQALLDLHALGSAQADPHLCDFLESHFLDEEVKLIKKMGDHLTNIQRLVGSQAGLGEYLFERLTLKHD
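Horse-spleen apoferritin (10 uM) was mixed with 50% saturated 1-aminoanthracene in PBS, exposed to compounds for 10 min at room temperature, and read for fluorescence (ex 380 nm, em 535 nm). Competitive displacement was fitted with a four-parameter Hill equation.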
12-LOX inh: Primary qHTS assay for inhibitors of human arachidonate 12S-lipoxygenase (ALOX12): Round 2; AID 1671190, 2021; purified 12hLO, xylenol orange hydroperoxide absorbance; Polyunsaturated fatty acid lipoxygenase ALOX12 (Homo sapiens), P18054; Potency, µM (series often up to 108 µM), without a hit: at the highest dose activity change, negative = inhibition, usual class: inhibitors; 580,000 compounds, 1.1% hits; also: potency is read from the fitted curve at half-maximal effect; % is scaled to controls: 0 for no effect and ±100 for the full control effect
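Purified human 12hLO at 150 nM in 25 mM Hepes, 0.01% Triton X-100, pH 7.0, preincubated 15 min at room temperature with compound. Reaction started with 40 uM arachidonic acid, 30 min at room temperature. Hydroperoxide measured by Fe-xylenol orange, 573/405 nm absorbance ratio.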
Pol beta inh: qHTS Assay for Inhibitors of DNA Polymerase Beta. P06746. Pol beta primer extension/strand displacement, fluorescence kinetic. Potency, µM (highest dose often 114 µM), inactives show at the top dose activity change, negative = inhibition, usual class: inhibitors. 340,000 compounds, 1.3% hits; also: potency is read from the fitted curve at half-maximal effect; % is scaled to controls: 0 for no effect and ±100 for the full control effect
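Human Pol beta at 10 nM; strand-displacement substrate 50 nM final. Compound exposure 15 min at room temperature before start, reaction 10 min at room temperature.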
APE1 inh: qHTS Assay for Inhibitors of the Human Apurinic/apyrimidinic Endonuclease 1 (APE1); DNA repair nuclease/redox regulator APEX1 (Homo sapiens), P27695; recombinant APE1, TAMRA/BHQ-2 abasic DNA cleavage fluorescence; Potency, µM (series often up to 65.8 µM), without a hit: at the top dose activity change, negative = inhibition, most hits filed as inhibitors; 350,000 compounds, 0.35% hits; AID 2517, 2012;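 also: potency is read from the fitted curve at half-maximal effect; plate controls were vehicle for no effect and reference inhibitor for full effect; nearly all actives have a fitted effect of over 55% in size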
Target sequence (P27695 whole entry, looked up): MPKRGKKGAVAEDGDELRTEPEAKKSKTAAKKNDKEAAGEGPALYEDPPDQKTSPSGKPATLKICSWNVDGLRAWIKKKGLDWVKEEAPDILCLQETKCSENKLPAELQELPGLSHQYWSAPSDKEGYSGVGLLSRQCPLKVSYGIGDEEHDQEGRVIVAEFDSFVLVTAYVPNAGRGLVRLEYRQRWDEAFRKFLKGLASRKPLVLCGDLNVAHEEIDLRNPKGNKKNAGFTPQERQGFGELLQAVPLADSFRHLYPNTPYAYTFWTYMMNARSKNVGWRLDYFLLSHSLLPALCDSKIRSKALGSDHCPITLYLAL
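Incision of a quenched TAMRA/BHQ-2 THF abasic-site duplex (50 nM) by 0.75 nM APE1, after 15 min compound preincubation, measured as fluorescence increase over three 60 s reads. Values normalized to buffer, DMSO and NSC13755 control wells.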
The depositor's hits bear a star; ? = inconclusive; . = no result given; [ ] = dose if it differs, or a comment. Unless noted, calls follow the shape of the dose curve; as a rule, active = well fitted curve in the direction sought with a large enough effect; inconclusive = small, poorly fitted or top-dose-only effect, or another doubt; inactive = no such curve, though single readings can be large; an effect the other way counts as inactive or inconclusive.

Fields: POLK inh, Pol beta inh, BLM inh, ERG Ets-DNA blk, POLI inh, APE1 inh, TRHR agonist, 12-LOX inh, Anesthetic bind
Cc1cc(S(=O)(=O)N(Cc2cccs2)Cc2ccccc2F)ccc1-n1cnnn1
    -18%, 49%, -5%, -8%, -2%, -1%, 0.9, -9%, 56%[activator]
COc1ccc(C)cc1NC(=O)CN(C)S(=O)(=O)c1ccc2c(c1)n(C)c(=O)c(=O)n2C
    1%, 12%, 0%, 8%, 4%, 41%, 0.9, 17%, -7%
CCOc1ccc(C2NC(=O)NC(C)=C2[N+](=O)[O-])cc1OC (centres undefined)
    2%, 28%, -3%, -1%, 49%[activator], 13%, 0.5, 12%, -8%
Cc1nc(S(=O)(=O)N2CCN(c3ccccc3F)CC2)cn1C
    -3%[60.1 µM], -4%, 1%, 3%, 5%, ., 0.0, -11%, -1%
Cc1nonc1N1CCN(Cc2cn[nH]c2-c2ccc3c(c2)OCO3)CC1
    -1%, 27%, -3%, 2%, 38%, -3%, -0.6, 8%, -14%
COc1ccc(N2CCN(C(=O)c3cc(S(=O)(=O)N4CCC(C)CC4)cn3C)CC2)cc1
    -5%[60.1 µM], 17%, 2%, 1%, 24%, ., -0.7, ?, 2%
CC(NC(=O)CN(c1cccc(C(F)(F)F)c1)S(=O)(=O)c1ccc(Cl)c([N+](=O)[O-])c1)c1ccccc1 (centres undefined)
    -7%, 23%, 5%, 16%, 118%[activator], 9%, 0.1, -5%, -5%
CCOC(=O)c1c(C)nc(C)c(C(=O)OCC)c1-c1ccccc1
    -8%, -2%, -15%, 1%, 6%, -4%, -1.0, 38%, -11%
CCOC(=O)C1(CC2CCCCO2)CCN(S(=O)(=O)c2ccsc2)CC1 (centres undefined)
    -12%, 30%, 1%, -11%, 9%, 15%, -1.5, 0%, -7%
CCCCCN(C(=O)CCC(=O)OCc1ccc(Cl)cc1Cl)c1c(N)n(CCCC)c(=O)[nH]c1=O
    1%, ., ., 0%, 45%[activator], 15%, 0.2, -1%, .
COc1cccc(CNC(=O)COC(=O)CCc2cc(OC)c(OC)c(OC)c2)c1
    -13%, ., ., 3%, 4%, -17%, 0.3, 379%[activator], .
Cc1ccccc1N1CCN(C2CCCN(C(=O)c3ccccn3)C2)CC1 (centres undefined)
    -13%, 24%, 0%, 5%, -2%, 4%, -0.4, ?, 0%
CCN(CC(=O)Nc1ccccc1OC)C(=O)CC1CC2CCC1C2 (centres undefined)
    0%, ., ., ., 24%, 8%, 0.0, 179%[activator], .
O=C(O)c1cc(-c2cccc(Cl)c2)nc2nc(N3CCCCC3)sc12
    -3%, 1%, -3%, 12%, 1%, -2%, -0.1, ?, 160%[activator]
O=C(c1ccc(N2CCOCC2)cc1)c1cccs1
    -4%, -17%, 1%, 6%, 21%, 2%, -0.5, 0%, -14%
CCc1nc(N2CCN(C(C)=O)CC2)c2c3c(sc2n1)CC(C(C)(C)C)CC3 (centres undefined)
    -10%, 9%, -8%, -2%, 17%, -2%, -0.1, 12%, -5%
CCCCC1=CC2=C(c3ccco3)C(=O)C(C)(OC(=O)c3ccc(OC)cc3)C(=O)C2=CN1C1CC1 (centres undefined)
    -9%, 5%, -5%[12.4 µM], 2%, 13%, -5%[12.4 µM], 0.1, -20%, -12%
CCCCCOC(=O)CSc1nnc(-c2cc(OC)c(OC)c(OC)c2)o1
    -18%, -5%, -4%, 1%, 12%, -2%, -1.4, 17%, -11%
CC(C)c1nc(CNC(=O)CC2C(=O)NCCN2Cc2cccc(F)c2F)cs1 (centres undefined)
    -6%, ?, -2%, -2%, 32%[activator], -5%, 0.5, 4%, -22%
O=C(NC1CCCCC1)N(Cc1nc2ccccc2c(=O)[nH]1)C1CCCCC1
    5%, 51%, -5%, 5%, 4%, -10%, 1.0, ?, -12%
Cc1ccc(-n2c(=O)c3cccnc3n2CC(=O)Nc2cccc(C)c2C)cc1
    17%, 22%, -1%, 8%, -11%, ., -0.6, -8%, 169%[activator]
CC(C)(C)NCC(=O)N/N=C/c1ccc(OCc2ccccc2)cc1
    -1%, 54%, 7%, -9%, 122%[activator], 3%, 0.3, -1%, ?
CC(=O)N1CCc2c(sc3c2c(=O)n(-c2ccccc2C)c(=O)n3Cc2cccc(F)c2)C1
    ?, 37%, -12%, 2%, -22%, ., 0.4, -20%, -6%
N/C(=N\OC(=O)c1cccc2ccccc12)c1cccc([N+](=O)[O-])c1
    -31%, 50µM*, -7%, 4%, ?, -2%, -0.2, -9%, -16%
O=C(NN=C1CCCC1)c1[nH]c2ccc(Cl)cc2c1-c1ccccc1
    -4%, 26%, -18%, 0%, 47%[activator], -2%, 5.3, -18%, -8%
COc1ccc2c(Sc3ccc(Cl)cc3)c(C(=O)N3CCC(C)CC3)[nH]c2c1
    -7%, 7%, -8%, -14%, ?, ., 0.6, ?, 8%
CSc1ccc(/C=C/C(=O)OCC(=O)NC2CC2)cc1
    2%, ., ., -2%, 2%, 24%, -0.2, 4%, .
O=C(CCNS(=O)(=O)c1cccc2nsnc12)Nc1ccc(F)cc1
    10%, 0%, 0%, 6%, 39%[activator], ., -0.3, -5%, -8%
CCN(CC)CCNC(=O)c1c(C)oc2ncnc(N3CCOCC3)c12
    -2%, -1%, -6%, 6%, -17%, ., 1.8, -1%, -8%
Nc1nc(C2CCOCC2)cs1
    3%, 0%, 0%, -4%, 20%, 0%, 0.2, 0%, 5%
COc1ccc(C(=O)n2cnc3ccccc32)cc1Br
    4%, ., ., -7%, 10%, ., ., 81%, .
CC(C)[C@@H]1NC(=O)[C@H](CCCCN)NC(=O)[C@@H](Cc2c[nH]c3ccccc23)NC(=O)[C@H](Cc2ccc(O)cc2)NC(=O)[C@@H](NC(=O)[C@H](N)Cc2ccccc2)CSSC[C@@H](C(=O)N[C@@H](Cc2c[nH]c3ccccc23)C(N)=O)NC1=O
    15%[60.1 µM], ., 4%, ., ., -3%, ., ., -7%
CCCN(CC(=O)Nc1cc(Cl)ccc1Cl)C(=O)CN1C(=O)C2CCCCC2C1=O (centres undefined)
    -2%, -1%, -1%, 3%, 18%, 41%, 1.7, 0%, -22%
O=C(Nc1ccc(S(=O)(=O)N2CCCCCC2)cc1)c1ccc(Br)o1
    0%, 0%, -10%, -2%, 36%[activator], -9%, -0.3, -14%, ?
Cc1ccc(N=Nc2ccc(O)c3ncccc23)cc1
    -18%, 2%, 2%, -12%, 17%, 1%, -0.6, ?, -10%
O=c1[nH]cnc2nc(-c3ccccc3)c(-c3ccccc3)nc12
    -1%, -15%, 1%, 5%, 21%, 6%, -0.8, -7%, 67%[activator]
Cc1cccc(NC(=S)N(Cc2cccs2)Cc2cc3cc(C)ccc3[nH]c2=O)c1
    -18%, 2%, -5%, 2%, 16%, -2%, 1.0, ?, -1%
O=C(c1ccccc1)c1ccc(OCCCN2CCCCC2)cc1
    7%, -12%, -2%, 6%, -3%, 11%, 0.2, ?, -13%
O=c1[nH]c(SCc2nc3ccccc3c(=O)n2-c2ccccc2)nc2ccccc12
    -15%, 30%, 2%, -13%, 23%, 16%, -0.9, -27%, -3%
CC(C)C(OC(=O)Cn1nnc2ccccc21)C(=O)NC1CCCC1 (centres undefined)
    3%, 25%, -1%, 2%, 28%, 22%, 0.3, -4%, 2%

Overlap with the part before: two entries, followed by the next part.
Fields: POLK inh, Pol beta inh, BLM inh, ERG Ets-DNA blk, POLI inh, APE1 inh, TRHR agonist, 12-LOX inh, Anesthetic bind
O=c1[nH]c(SCc2nc3ccccc3c(=O)n2-c2ccccc2)nc2ccccc12
    -15%, 30%, 2%, -13%, 23%, 16%, -0.9, -27%, -3%
CC(C)C(OC(=O)Cn1nnc2ccccc21)C(=O)NC1CCCC1 (centres undefined)
    3%, 25%, -1%, 2%, 28%, 22%, 0.3, -4%, 2%
COc1ccc(CNS(=O)(=O)NCc2ccc(OC)c(OC)c2)cc1OC
    1%, 1%, -1%, 16%, -26%, -4%, -0.4, -8%, 1%
COc1ccccc1-n1c(C)nnc1SCC(N)=O
    -13%, -17%, 1%, -2%, 2%, ?, 1.3, 1%, 8%
COc1ccc(NC(=O)c2cccc(Oc3ccccc3)c2)cn1
    3%, 17%, -5%, -5%, 34%[activator], -6%, -0.5, -15%, 6%
O=C(NCC1CCCO1)C(c1cccs1)N(C(=O)c1ccc(CN2CCOCC2)o1)c1ccc(Cl)cc1 (centres undefined)
    -22%, ?, 3%, -2%, -3%, 13%, 1.1, 16%, 5%
COCCNC(=O)C(c1ccc(C)o1)N(C(=O)c1snc(C(N)=O)c1N)c1ccc(C)c(C)c1 (centres undefined)
    -3%, 23%, -4%, 1%, 2%, -3%, -0.7, -3%, 2%
COc1ccc2c(c1)c(=O)c(S(=O)(=O)c1ccc(Cl)cc1)cn2C
    4%, 8%, 1%, 3%, 19%, ., -0.7, -29%, ?

Only part of the results is shown. The share of hits here may be higher or lower than overall.
